Compound activity: PubChem, several laboratories
m5-HT2A agonist: mouse Htr2a agonists via beta-arrestin recruitment, primary screen, cell-based, luminescence; hit rate 0.66% among 360,000; AID 624169, 2012; activation, % at 7.6 µM; CHO-K1 mHTR2A beta-arrestin complementation; percent of 30 µM serotonin response;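 active = activation above a run cutoff, the mean activation of all tested compounds plus 3 SD, cut at about 14% in these data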;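 note: 0% = plate median of compound wells and 100% = 30 µM serotonin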
Target sequence (P35363 whole entry, looked up): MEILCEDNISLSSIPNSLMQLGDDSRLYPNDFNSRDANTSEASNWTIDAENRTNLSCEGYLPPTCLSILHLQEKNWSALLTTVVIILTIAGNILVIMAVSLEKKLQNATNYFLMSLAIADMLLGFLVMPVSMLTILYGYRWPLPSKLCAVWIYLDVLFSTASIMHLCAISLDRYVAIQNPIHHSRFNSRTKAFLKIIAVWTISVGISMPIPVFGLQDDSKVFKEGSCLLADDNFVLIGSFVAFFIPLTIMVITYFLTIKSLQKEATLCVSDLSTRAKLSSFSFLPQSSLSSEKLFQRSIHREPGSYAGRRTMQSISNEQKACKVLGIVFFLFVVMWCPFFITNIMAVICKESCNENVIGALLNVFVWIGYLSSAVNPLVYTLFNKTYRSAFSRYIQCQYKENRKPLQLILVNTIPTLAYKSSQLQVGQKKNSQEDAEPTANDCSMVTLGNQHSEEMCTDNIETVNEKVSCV
MC4R antag cAMP: MC4R antagonists of cAMP signaling, primary screen, cell-based, TR-FRET, antagonist arm of biased-ligand search. Melanocortin receptor 4 (Homo sapiens), P32245. MC4R-expressing cells, MTII-stimulated cAMP, LANCE TR-FRET. inhibition, % at 6.5 µM. hit rate 0.48% among 360,000. AID 540295, 2011;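 active = inhibition above its plate's cutoff, the mean of tested wells on that plate plus 3 SD, cut at about 29% in these data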;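 note: 0% = Melanotan II alone and 100% = Melanotan II plus saturating MCL0020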
Target sequence (P32245 whole entry, looked up): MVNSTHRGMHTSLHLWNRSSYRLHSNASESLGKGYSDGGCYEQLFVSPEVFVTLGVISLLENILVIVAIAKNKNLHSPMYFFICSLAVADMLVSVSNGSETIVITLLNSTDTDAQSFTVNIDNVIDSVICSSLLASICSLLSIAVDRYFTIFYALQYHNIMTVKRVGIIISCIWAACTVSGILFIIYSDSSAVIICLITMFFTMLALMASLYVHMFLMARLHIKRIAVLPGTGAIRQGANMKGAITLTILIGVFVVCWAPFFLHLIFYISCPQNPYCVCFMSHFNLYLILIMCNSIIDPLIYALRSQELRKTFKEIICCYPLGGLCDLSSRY
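Material: human MC4R-expressing U2OS cells. Probe or stimulus: Melanotan II challenge. Dosing: 6.5 µM single dose. Times: 30-min compound, 1-h challenge, 1-h detection, room temperature. Technique: TR-FRET with Eu-cAMP and labeled anti-cAMP, 671 nm. Replication: singlicate.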
ABHD5 PLIN5 PPI: ABHD5-PLIN5 interaction inhibitors, primary screen, cell lysate, split luciferase complementation, luminescence; Perilipin-5 (Homo sapiens) + 1-acylglycerol-3-phosphate O-acyltransferase ABHD5 (Homo …; Split G. princeps luciferase complementation, 4 h; inhibition, % at 4 µM; hit rate 0.78% among 360,000; AID 602281, 2012;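 active = inhibition above the mean inhibition across every tested compound plus 3 SD, cut at about 22% in these data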;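 note: 0% = DMSO only wells and the 100% control is not disclosed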
H9c2 protect: cardioprotection against H2O2-induced cell death, primary screen, uHTS, H9c2 cells, ATPLite luminescence | protection from H2O2 cell death, % at 20 µM | H9c2 cardiomyocytes, H2O2 injury protection, 2 h | hit rate 0.63% among 360,000;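 active = compounds giving at least 50% protection of heart cells from peroxide-induced death in the single-dose screen, raw or plate-pattern-corrected value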;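 note: 0% = DMSO wells with peroxide and 100% = DMSO wells without peroxide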
TLR9-MyD88 inh: inhibitors of TLR9-MyD88 association in cells, primary screen, cell-based, CHO, BLA complementation, fluorescence; Toll-like receptor 9 (Homo sapiens) + Myeloid differentiation primary response protein …; CCF4 FRET ratio; inhibition, % at 4.98 µM; hit rate 0.21% among 340,000; AID 504734, 2011;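 active = inhibition above the mean over all tested compounds plus 3 SD, cut at about 21% in these data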;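 note: 0% = DMSO only wells and 100% = clavulanate BLA inhibitor control wells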
ABCB6 inh MLPCN: ABCB6 transporter inhibitors, primary screen, K562-ABCB6 cells, flow cytometry, MLPCN library; hit rate 0.19% among 360,000; fluorescence ratio to DMSO, % at 10 µM; AID 602162, 2011; K562-ABCB6 porphyrin accumulation, 1 h; hits give low values;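 active = fluorescence ratio to DMSO below 75%, the collection mean minus 3 SD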;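 note: signal is porphyrin accumulated inside mitochondria; 100% equals median channel fluorescence of DMSO control wells; lower ratio means ABCB6 inhibition with less porphyrin fluorescence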
NCOA2 inhibitor: inhibition of GAL4-SRC2 driven luciferase reporter, primary screen, SRC2 inhibitor project, cell-based, luminescence. HEK293 GAL4-SRC2 luciferase reporter. inhibition, % at 9 µM. hit rate 0.17% among 370,000. AID 651957, 2012;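 active = inhibition above the mean inhibition of all tested compounds plus 3 SD, set per campaign, cut at about 52% in these data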;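 note: 0% = DMSO treated cells and 100% = cells given Gossypol at 36 µM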
MC4R barr agon: MC4R agonists recruiting beta-arrestin, primary screen, cell-based, luminescence, agonist arm of biased-ligand search; U2OS MC4R beta-arrestin complementation; percent of melanotan II response, DMSO zero; Melanocortin receptor 4 (Homo sapiens), P32245; hit rate 0.98% among 360,000; AID 540308, 2011; activation, % at 8.9 µM;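 active = activation above a per-plate cutoff, the mean activation of sample wells on that plate plus 3 SD, cut at about 8% in these data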
NOD2 RIPK2 PPI: NOD2-RIPK2 binding disruptors in cells, primary screen, fluorescence, CHO cells, BLA complementation; Receptor-interacting serine/threonine-protein kinase 2 (Homo sapiens), O43353; CCF4 ratio; inhibition, % at 4.98 µM; hit rate 0.38% among 360,000; in the data active = inhibition above about 21%;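 note: 0% = vehicle only and 100% = reference blocker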
Glyco luc inh: increase of ERlucT glycosylation luciferase signal, primary screen, N-linked glycosylation inhibitor project, D54 ERlucT cells, luminescence, set 2; reporter increase, % at 12.5 µM; hit rate 0.23% among 360,000; D54 ERlucT glycosylation luciferase reporter, 24 h; percent of 100 nM tunicamycin response;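 active = mean luciferase reporter signal, scaled so untreated is 0 and the glycosylation-blocking control 100, at or above a set limit in every replicate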;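 note: luciferase carries N-glycosylation sites so blocking glycosylation raises the light; 0% = median of neutral control wells and 100% = median of 100 nM tunicamycin wells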
The depositor's hits bear a star; nt = not tested or not shown. These rows are one share of the data. The share of hits here may be higher or lower than overall.

SMILES | m5-HT2A agonist | MC4R antag cAMP | ABHD5 PLIN5 PPI | H9c2 protect | TLR9-MyD88 inh | ABCB6 inh MLPCN | NCOA2 inhibitor | MC4R barr agon | NOD2 RIPK2 PPI | Glyco luc inh
COc1ccc(NC2CCCN(C(=O)CN3CCOC3=O)C2)cc1 (configuration not stated) | 3 | 1 | -14 | -2 | 3 | 100 | -12 | -1.5 | -7 | 3
COc1ccc(Cn2c(CCC(=O)Nc3ccc(C)cc3)nc3cccnc32)cc1 | -6 | -6 | 0 | 20 | -4 | 97 | -5 | -1.5 | 7 | 0
O=C(N/N=C/C1CC2C=CC1C2)c1ccccc1O (configuration not stated) | 2 | -7 | 5 | 10 | -2 | 99 | -5 | 0.2 | -13 | 3
COC(=O)CSc1cccc2c1C(=O)CC2c1ccccc1 (configuration not stated) | 5 | 15 | -5 | -1 | -1 | 96 | -21 | 0.6 | -4 | 0
CCOC(=O)C1CCCN(C(=O)c2ccco2)C1 (configuration not stated) | 0 | 11 | 3 | -4 | -4 | 97 | -9 | -0.8 | -6 | 0
c1ccc(C2NCCNC2c2ccccc2)cc1 (configuration not stated) | -4 | 9 | -4 | 0 | -2 | 98 | 4 | -0.2 | -1 | 5
CC(C)c1c(C(=O)N/N=C/c2ccoc2)nnn1-c1nonc1N | 2 | 13 | 4 | 3 | -15 | 101 | -21 | -0.9 | -9 | 1
Cc1nc2c3ccccc3nc(NNC(=O)CCC(=O)NCCC(C)C)n2n1 | 2 | 14 | -3 | 1 | 8 | 96 | 28 | 0.7 | -8 | 2
O=C(NCc1cc(F)cc(C(F)(F)F)c1)C1CCC(=O)N(C2CCCC2)C1 (configuration not stated) | 4 | -2 | -3 | -2 | -4 | 103 | 1 | -1.6 | -2 | 5
CCCNC(=O)c1ccccc1N1CCN(CCCCN2C(=O)C3CCCCN3C2=O)CC1 (configuration not stated) | 1 | 7 | 0 | 4 | -2 | 97 | -7 | 1.1 | 3 | 1
COc1cc(C)c(C)cc1S(=O)(=O)N1CCCCC1c1cccnc1 (configuration not stated) | 5 | 15 | 3 | 2 | -2 | 109 | 4 | -0.3 | 9 | 0
CCOC(=O)c1nn(-c2ccccc2)c(=O)cc1SC(C)CC (configuration not stated) | 1 | 20 | -9 | -3 | -11 | 98 | -7 | 3.1 | 4 | 2
COc1ccc(CCNC(=O)c2cccc(S(=O)(=O)N3CCCC3)c2)cc1OC | -6 | 0 | 4 | -4 | 4 | 93 | -23 | -4.3 | -7 | 1
COc1cccc(CNC(=O)c2cccc(NC(=O)C3=C(C)OCCS3)c2)c1 | 1 | -7 | 2 | 3 | 1 | 97 | -9 | -0.9 | -7 | -4
COCCCn1c(=O)c2ccccc2n(Cc2cc(C(=O)OC)ccc2OC)c1=O | -5 | 11 | 2 | 4 | -2 | 97 | 24 | -2.7 | -1 | -2
CC(C)c1ccc2[nH]c3nc(SCC(=O)N4CCOCC4)nnc3c2c1 | -3 | 6 | 0 | -5 | 1 | 95 | -16 | -3.9 | -7 | 7
COc1ccc(NC(=O)NNS(=O)(=O)c2ccc(OC)c(OC)c2)c(OC)c1 | 0 | 2 | 9 | 0 | 4 | 98 | 6 | 0.6 | 13 | 3
CCCNC(=O)C1(CC2CC(c3ccccc3)=NO2)CCN(C(=O)C2(C)CC2)CC1 (configuration not stated) | 1 | 2 | 5 | 0 | 3 | 99 | 18 | -2.1 | -1 | 2
Cc1c(C=O)c2ccccn2c1C(=O)c1ccc(F)cc1 | 0 | 1 | -2 | 2 | -4 | 97 | 19 | -1.7 | -14 | -7
CCN(CC)S(=O)(=O)c1ccc2c(c1)nc(CCC(=O)OCC(=O)Nc1c(F)cccc1F)n2C | 1 | 18 | 2 | 14 | -5 | 102 | 2 | -2.0 | -10 | 1
CC(C)(O)C#Cc1ccc(CN2CCN(Cc3ccsc3)C(CCO)C2)s1 (configuration not stated) | -1 | 5 | 0 | -3 | 3 | 103 | 5 | -1.8 | -4 | 1
CSCCNCc1c(C(=O)N2CCOCC2)nc2c(C)cccn12 | 2 | -7 | -1 | 5 | 6 | 100 | -6 | 1.6 | -5 | 1
CCOC(=O)c1c(S(=O)(=O)NC2CCN(C(=O)OCC)CC2)c(C)n(C)c1C | -6 | 6 | 3 | 1 | 1 | 90 | 5 | -2.7 | -16 | 2
Cc1nn(C)cc1CN1CCC(n2nccc2NC(=O)CCCc2ccccc2)CC1 | -4 | 10 | 16 | 3 | -5 | 106 | -7 | 1.4 | -12 | 0
CCn1cc(S(=O)(=O)NCc2ccc(OC)cc2)cn1 | 1 | 9 | 6 | -1 | -6 | 101 | 19 | 0.1 | -5 | 0
O=C(CSc1nnc(-c2ccncc2)n1Cc1ccccc1)NCCc1ccccc1 | -1 | 9 | 3 | 1 | -3 | 92 | 10 | -1.4 | -3 | -1
COc1cc2nc(C3CCC3)nc(N3CCN(c4ccccn4)CC3)c2cc1OC | -6 | 9 | -7 | 60* | 0 | 98 | nt | -0.8 | -6 | -6
O=S(=O)(/N=S1/CC=CCN1S(=O)(=O)c1ccccc1)c1ccccc1 (configuration not stated) | 4 | -1 | 71* | 8 | -4 | 99 | nt | -2.2 | 1 | 1
O=C(CN1CCN(c2ccccc2F)CC1)NC(=O)NCc1ccccc1 | 1 | -1 | 0 | -3 | -5 | 103 | 10 | 1.8 | -3 | 2
OCCNc1nc(NCc2ccccc2)c2ccccc2n1 | -3 | -3 | 0 | -7 | -5 | 99 | 20 | 0.2 | -4 | -1
CCn1c(SCC(=O)Nc2cc(OC)c(OC)c(OC)c2)nnc1-c1cccs1 | 10 | 0 | -2 | 4 | -9 | 101 | 3 | 0.0 | -11 | -1
O=C(NCc1cccc(Cl)c1)c1cccc2c(-c3cccnc3)coc12 | -3 | -4 | 5 | 12 | nt | 95 | 13 | 0.6 | 3 | 0
CCOC(=O)c1c(N)n(C2CC(C)(C)NC(C)(C)C2)c2nc3ccccc3nc12 | 7 | 14 | 4 | -2 | 7 | 103 | nt | -0.7 | -7 | 10
COc1ccc(CNC(=O)C(C)Sc2ccc(C)cc2)cc1 (configuration not stated) | -5 | -3 | 2 | -2 | -6 | 100 | 20 | -2.4 | -4 | -2
Oc1ccc(C2=Nn3c(nnc3-c3ccco3)SC2)cc1O | -6 | -16 | -2 | 69* | 4 | 87 | 5 | -0.8 | 2 | 6
Cc1cccnc1NC1(C(F)(F)F)N=C2SCCN2C1=O (configuration not stated) | 2 | -7 | 9 | -7 | 8 | 97 | 1 | 0.8 | -5 | 2
Cc1ccc2oc(=S)n(C)c2c1 | 1 | -6 | -3 | 0 | -3 | 100 | -10 | -0.9 | 2 | 2
COC(=O)c1sc2ccccc2c1-n1cccc1C(=O)C(=O)Nc1ccc(OC)cc1 | 2 | 8 | 4 | 10 | 1 | 201 | 14 | -2.7 | -2 | 3
COc1cccc(C(C(=O)NC(C)(C)C)N(Cc2ccc(F)cc2)C(=O)CCC(=O)Nc2cc(C)on2)c1OC (configuration not stated) | 1 | 30* | 7 | 14 | -6 | 93 | 16 | 0.3 | -4 | 0
COc1cc(/C=C2\SC(=O)NC2=O)ccc1Oc1cnccn1 | 2 | -3 | 1 | -2 | 7 | 103 | -11 | 1.3 | -7 | -2
O=C(NC1CC2CCCC(C1)N2C(=O)Nc1ccccc1F)C1CC1 (configuration not stated) | 5 | -1 | -7 | 3 | 1 | 97 | 2 | -0.3 | 5 | 1
C/C(=N\NC(=O)c1ccccc1Br)c1ccc(N2CCOCC2)cc1 | -4 | 14 | -4 | 1 | 2 | 99 | -17 | -2.3 | 2 | 4
COc1cc(/C=C2/SC(=S)N(C)C2=O)ccc1OC(=O)c1ccco1 | -1 | 2 | 0 | 0 | -7 | 102 | 8 | -2.4 | 2 | 2
COc1cccc(NC(=O)CN(C)S(=O)(=O)c2ccc3c(c2)NC(=O)CS3)c1 | 1 | 21 | -4 | -3 | 5 | 103 | 0 | -2.3 | -13 | 0
COC(=O)/C(=C\c1c[nH]c2ccccc12)NC(C)=O | 1 | -2 | 3 | 4 | -1 | 96 | -19 | -1.5 | -7 | 1
Cc1ccc(NC(=O)C2CCN(c3cnccn3)CC2)cc1 | -3 | 2 | -3 | 0 | 0 | 99 | -17 | -4.2 | -6 | 1
CCN1C(=O)CS/C1=N\S(=O)(=O)c1ccccc1 | -2 | 17 | -1 | -2 | 11 | 101 | -15 | 0.3 | 2 | 0
N=c1n(CCN2CCCCC2)c2ccccc2n1CC(O)c1ccc(Cl)c(Cl)c1 (configuration not stated) | -6 | 13 | 16 | -12 | 2 | 107 | -3 | 1.3 | 8 | -2
COc1ccc(C(CCNCc2ccc(OC(C)C)cc2)c2ccccc2OC)cc1 (configuration not stated) | -8 | 9 | 0 | -23 | 6 | 96 | 11 | 13* | 11 | -13
Oc1csc(Cc2nc(-c3ccc(-c4ccccc4)cc3)cs2)n1 | 2 | 1 | 2 | -10 | -6 | 102 | -20 | -2.1 | -8 | -1
CCOC(=O)c1ccc(CNS(=O)(=O)c2c(C)ccc3nsnc23)o1 | -5 | 0 | -8 | 7 | -1 | 115 | 13 | -1.0 | -4 | 0

Some entries already given, showing only ABCB6 inh MLPCN and NOD2 RIPK2 PPI.
SMILES | ABCB6 inh MLPCN | NOD2 RIPK2 PPI
Cc1ccc(NC(=O)C2CCN(c3cnccn3)CC2)cc1 | 99 | -6
CCN1C(=O)CS/C1=N\S(=O)(=O)c1ccccc1 | 101 | 2
N=c1n(CCN2CCCCC2)c2ccccc2n1CC(O)c1ccc(Cl)c(Cl)c1 (configuration not stated) | 107 | 8
COc1ccc(C(CCNCc2ccc(OC(C)C)cc2)c2ccccc2OC)cc1 (configuration not stated) | 96 | 11
